PglD inh: inhibitors of Campylobacter jejuni PglD acetyltransferase. inhibition, % at 12.5 µM. 0.098% of 360,000 active. purified PglD enzyme, DTNB colorimetric CoA detection; in the data active = inhibition above about 16%, passing the limit was not always enough; also: strong numbers were not always called active
S100A4 inh HTS: blocks human S100A4 binding to myosin IIA peptide. 0.14% of 360,000 active. inhibition, % at 10.7 µM. P26447. S100A4/TAMRA-MyoIIA peptide fluorescence polarization;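 active = mean inhibition of at least 70% across replicates, with every replicate also reaching that level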
Target sequence (P26447 whole entry, looked up): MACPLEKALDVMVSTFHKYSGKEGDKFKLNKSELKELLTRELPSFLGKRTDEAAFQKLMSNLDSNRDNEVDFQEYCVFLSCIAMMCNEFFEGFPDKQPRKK
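Compound dosing: one dose per compound; test system: human S100A4 monomer with TAMRA-labelled myosin IIA peptide; probe or stimulus: TAMRA-labelled myosin IIA heavy-chain peptide probe, 5 nM; medium: HEPES buffer with Ca2+, pH 7.2; schedule: 5 min incubation before reading; benchmarks: neutral control DMSO, positive control TFP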
FN deposition inh: fibronectin deposition inhibition; AID 743247; AH1F fibroblasts, Alexa488-fibronectin deposition fluorescence, overnight; inhibition, % at 12.6 µM; 0.086% of 350,000 active;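 active = mean inhibition across replicates of 30% or more, regardless of how many single replicates reach that level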;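 also: positive control wells lacked labelled fibronectin entirely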
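Schedule: 1 h cell adhesion before compound, then overnight fibronectin incubation; test system: AH1F fibroblast monolayer depositing Alexa488-labelled fibronectin into matrix; quantity: 10000 AH1F cells per well; probe or stimulus: fluorescent fibronectin at 24 nM final; signal: fluorescence, ex 485 nm, em 525 nm; evaluation: percent inhibition as loss of matrix-bound fibronectin fluorescence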
PAX8 inh HTS: inhibitors of PAX8 transcriptional activity in RMG-I cells; inhibition, % at 12.6 µM; 1.2% of 360,000 active; AID 652154; RMG-I TPO-luciferase reporter, SteadyGlo, 24 h;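 active = mean replicate inhibition at least 60% with every replicate also reaching 60%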;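 also: luciferase light reporting Pax8 driven TPO promoter activity; plate controls were median of neutral control wells for no effect and mitoxantrone controls for full effect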
ERAP1 HTS inh: ERAP1 (human) enzyme inhibition; AID 652197; recombinant ERAP1, Leu-AMC fluorescence, 60 min; inhibition, % at 10.7 µM; Q9NZ08; 0.15% of 340,000 active;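 active = mean replicate inhibition of at least 30%, or all replicates individually reaching that 30% level; inactive = mean below 30% and not every replicate reaching it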;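 also: 0% = neutral control wells and 100% = L-leucinethiol positive control wells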
Target sequence (Q9NZ08 whole entry, looked up): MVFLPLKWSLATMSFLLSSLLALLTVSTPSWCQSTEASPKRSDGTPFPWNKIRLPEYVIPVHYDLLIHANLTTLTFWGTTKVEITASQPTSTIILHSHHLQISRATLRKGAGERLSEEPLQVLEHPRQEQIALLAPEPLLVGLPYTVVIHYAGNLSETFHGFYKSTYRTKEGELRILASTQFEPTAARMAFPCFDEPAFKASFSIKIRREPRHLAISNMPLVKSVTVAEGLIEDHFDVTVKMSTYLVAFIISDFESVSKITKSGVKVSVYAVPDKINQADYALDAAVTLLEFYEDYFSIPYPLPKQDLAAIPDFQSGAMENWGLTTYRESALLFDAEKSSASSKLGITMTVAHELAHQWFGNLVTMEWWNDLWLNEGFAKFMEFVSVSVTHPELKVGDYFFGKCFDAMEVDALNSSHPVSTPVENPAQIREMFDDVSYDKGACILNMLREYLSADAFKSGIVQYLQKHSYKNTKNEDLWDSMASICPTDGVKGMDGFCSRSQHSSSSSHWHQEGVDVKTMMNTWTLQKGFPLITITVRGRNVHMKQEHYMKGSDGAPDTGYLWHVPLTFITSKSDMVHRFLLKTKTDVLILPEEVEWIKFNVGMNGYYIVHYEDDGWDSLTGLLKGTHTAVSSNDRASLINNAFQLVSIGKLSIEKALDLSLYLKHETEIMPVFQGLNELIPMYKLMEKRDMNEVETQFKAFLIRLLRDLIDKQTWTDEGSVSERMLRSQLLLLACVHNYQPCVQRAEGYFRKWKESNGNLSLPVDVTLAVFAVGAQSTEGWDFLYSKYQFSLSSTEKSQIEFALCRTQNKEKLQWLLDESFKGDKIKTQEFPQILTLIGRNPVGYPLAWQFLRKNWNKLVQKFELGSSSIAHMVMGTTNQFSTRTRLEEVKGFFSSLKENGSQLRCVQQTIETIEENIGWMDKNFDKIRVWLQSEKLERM
LGR2 antag: inhibitors of bursicon-induced Drosophila LGR2 receptor cAMP signaling. HEK293 LGR2, CRE-luciferase, bursicon-stimulated, 4 h. inhibition, % at 9.99 µM. 0.35% of 380,000 active. AID 720647;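 active = drop in luminescence signal, shown as inhibition above about 50% in the replicate tests, limit read from the data, passing the limit was not always enough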;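 also: agonist challenge used bursicon conditioned medium at about half maximal strength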
EWS-Fli block: EWS/Fli transcriptional activity inhibition. 0.67% of 350,000 active. inhibition, % at 12.6 µM. A673 NR0B1-luciferase reporter, viability-normalised. AID 651661;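 active = mean inhibition of at least 50% after viability correction, with every replicate also passing that limit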;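 also: firefly luciferase signal divided by Alamar Blue viability fluorescence both relative to DMSO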
PGC1a acetyl inh: PGC1a acetylation modulation, inhibitor mode; U2OS PGC1a acetylation, AlphaScreen anti-acetyl-lysine; with virally co-expressed GCN5 acetyltransferase; inhibition, % at 15.6 µM; 0.17% of 350,000 active; AID 651687;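 active = every replicate shows inhibition of at least 40%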;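 also: 0% = neutral control wells and 100% = positive control wells; some results beyond the cut were filed as inactive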
Active calls of the source: *; x = not tested or not shown; & = joins results of further samples. An unsorted share of the library; 2.1% or so of the library scored in one or more.

mol	S100A4 inh HTS	PAX8 inh HTS	PglD inh	LGR2 antag	ERAP1 HTS inh	FN deposition inh	PGC1a acetyl inh	EWS-Fli block
C[C@@H]1CN([C@H](C)CO)C(=O)c2cc(-c3cccc(C(=O)N(C)C)c3)cnc2O[C@@H]1CN(C)S(=O)(=O)c1cccc(F)c1	-6	x	0	-8	0	x	3	-12
CC1CC(C)CN(C(=O)c2cc3c(=O)n4ccccc4nc3s2)C1 (centres undefined)	-2	-10	-1	-8	-14	-1	-8	-32
COc1ccccc1CNC(=O)C[C@H]1C[C@H]2c3cc(NC(=O)CN(C)C)ccc3O[C@H]2[C@@H](CO)O1	1	-4	-2	-6	-2	x	1	5
CCOC(=O)N1CCN(C(=O)C2CCC(=O)N(CCc3ccccc3)C2)CC1 (centres undefined)	-4	-1	-1	-10	0	4	x	1
COc1ccc(S(=O)(=O)N2CCN(C(=O)[C@@H]3CCCN3C(=O)c3cccs3)CC2)cc1	1	8	-3	-9	1	1	x	-4
CCOC(=O)c1c(C)[nH]c(C)c1S(=O)(=O)N(C)CC(=O)Nc1cc(C)ccc1OC	1	17	-7	21	1	9	x	-5
O=S(=O)(c1ccc(F)cc1)N1CCN(S(=O)(=O)c2cccs2)CC1	-2	-6	10	-7	0	10	x	3
CCCCC(=O)NC(=S)Nc1cccc(NC(=O)CC)c1	x	-12	5	x	x	-6	15	x
C[C@H]1CN([C@@H](C)CO)C(=O)Cc2cc(NC(=O)Nc3ccc(F)cc3)ccc2O[C@@H]1CN(C)CC1CC1	2	2	8	-2	1	x	20	-2
CCOc1ccc(OCCOCCn2ccnc2)cc1	x	-16	0	x	x	2	-4	x
CN(C)C(=O)[C@H]1[C@H](CO)[C@H]2Cn3c(ccc(C4=CCCC4)c3=O)[C@@H]1N2C(=O)c1ccccc1	-5	-3	-4	11	0	x	-7	-1
COc1ccccc1OCCCCNC(C)(C)C	-1	x	-6	5	-3	x	7	-3
Cc1ccc(/C=C2/C(=O)ON=C2c2ccccc2)o1	-11	-14	x	13	x	-3	-16	22
CN1C2CCC1CC(NS(=O)(=O)c1cc(Cl)c(Cl)cc1Cl)C2 (centres undefined)	-3	6	-2	3	2	x	-7	7
C=C(C)c1cccc(C(C)(C)NC(=O)N2CCN(C(=O)OCC)CC2)c1	-4	7	-2	17	-1	-6	x	0
COC(=O)[C@@]1(Cc2ccc(F)cc2)[C@H]2c3cc(C(=O)N(C)C)n(Cc4ccccn4)c3C[C@H]2CN1C(=O)c1ccccc1	-2	-4	x	-2	5	6	x	-6
O=C(CC1SC(N2CCOCC2)=NC1=O)Nc1cc([N+](=O)[O-])ccc1Cl (centres undefined)	2	8	x	x	0	0	-19	0
O=C(OCC(=O)N1CCN(c2ccc(F)cc2)CC1)c1cnc2ccccc2n1	2	-2	-4	-8	1	15	7	-21
NC(=O)c1ccc(NC(=O)c2ccc(COc3ccc(F)cc3)o2)cc1	10	-7	-6	-9	1	0	-11	-9
C[C@@H]1CCCCO[C@@H](CN(C)Cc2ccc3c(c2)OCO3)[C@@H](C)CN([C@H](C)CO)C(=O)c2cc(NC(=O)Cc3ccccc3)ccc2O1	x	-15	4	-1	x	x	-4	-9
O=C(C[C@@H]1CC[C@@H](NC(=O)CC2CC2)[C@H](CO)O1)NCc1ccccc1	9	x	x	6	1	x	x	-5
N#C[C@@H]1[C@H](c2ccccc2-c2cccc(F)c2)[C@H](CO)N1C(=O)CN1CCOCC1	2	x	x	-9	-1	-10	3	-3
CC1=CSC2=NC(=O)/C(=C\c3cccn3-c3ccc([N+](=O)[O-])cc3)C(=N)N12	x	-3	6	16	x	x	8	x
Oc1ccc(O)c(Cc2nc3ccccc3s2)c1	-9	36	x	32	1	x	-18	50
CCCCOc1ccc(C(=O)NCC(=O)NCc2ccccn2)cc1	-1	-7	-4	1	3	6	x	-2
COc1ccc(CCNC(=S)Nc2ccccc2)cc1	8	-15	-3	-6	-2	3	-12	0
O=C(COc1ccc2cc(Br)ccc2c1)N1CCOCC1	-5	-92	-3	-51	0	-5	0	-60
CC(C)(C)OC(=O)C[C@H]1C/C=C\C[C@H](CC(=O)NCCO)C(=O)N2CCC[C@@H]2COC1=O	-2	11	-4	5	-4	-6	x	3
COc1cccc2sc(N)nc12	-1	x	3	-6	0	x	-13	-2
CCC1(CC)NC(=O)N(CC(=O)OCn2nnc3ccccc3c2=O)C1=O	x	6	-1	x	x	5	4	x
C[C@@H]1CN([C@H](C)CO)S(=O)(=O)c2ccc(C#Cc3ccccc3)cc2O[C@@H]1CN(C)C(=O)Cc1ccccn1	1	x	-1	5	0	7	-1	-8
CCc1nc2c(OCC(=O)C(C)(C)C)cccn2c1N(C=O)Cc1ccccc1	0	-7	5	28	-2	x	4	1
O=C(C[C@H]1CC[C@H]2NC[C@@H](O)COC[C@@H]2O1)N1CCc2ccccc2C1	x	-7	0	9	x	1	3	-5
COc1ccccc1-c1ccc(SCC(=O)NC2CCCC2)nn1	-7	-12	0	-3	2	9	x	-2
COc1ccc(NC(=O)N(C)C[C@H]2Oc3ccc(NC(=O)Nc4ccc(C(F)(F)F)cc4)cc3C(=O)N([C@H](C)CO)C[C@@H]2C)cc1	-8&5	10&9	-1	-8&9	0&0	-2	5&-1	-5&10
CCCN(CCC)S(=O)(=O)c1ccc(Cl)c(OC)c1	-1	3	5	-8	-6	-5	-11	8
CC(=O)Nc1cccc(-c2nc3ccc(NC(C)=O)cc3s2)c1	-2	-130	x	-141	-5	14	-4	-80
CCOc1ccccc1Nc1nc2ccccc2n2cnnc12	13	25	0	-7	2	-3	-10	-7
CC(C)C(NC(=O)c1ccc(F)cc1)C(=O)N1CCN(C(=O)c2ccco2)CC1 (centres undefined)	6	2	1	7	1	0	x	5
Cc1noc(C)c1NC(=O)N(C)C[C@H]1Oc2ccc(NC(=O)NC(C)C)cc2C(=O)N([C@@H](C)CO)C[C@H]1C	-1	-27	3	-11	-1	x	-1	-10

Continued; the last two above are carried over.
mol	S100A4 inh HTS	PAX8 inh HTS	PglD inh	LGR2 antag	ERAP1 HTS inh	FN deposition inh	PGC1a acetyl inh	EWS-Fli block
CC(C)C(NC(=O)c1ccc(F)cc1)C(=O)N1CCN(C(=O)c2ccco2)CC1 (centres undefined)	6	2	1	7	1	0	x	5
Cc1noc(C)c1NC(=O)N(C)C[C@H]1Oc2ccc(NC(=O)NC(C)C)cc2C(=O)N([C@@H](C)CO)C[C@H]1C	-1	-27	3	-11	-1	x	-1	-10
CCCCCCn1nc(C(=O)N(CCCC)c2c(N)n(CCC)c(=O)[nH]c2=O)c2ccccc2c1=O	0	14	-2	-4	0	-5	x	-8
c1ccc(CCc2ccccn2)cc1	-10	-12	1	x	-9	-3	x	-10
COc1ccc(CN(C)C[C@H]2Oc3ccc(NS(=O)(=O)c4cn(C)cn4)cc3CC(=O)N([C@@H](C)CO)C[C@H]2C)cc1	x	18	0	3	x	1	0	-1
Cc1cc(C(=O)OCCN2C(=O)c3ccccc3C2=O)c2ccccc2n1	1	x	-1	3	3	x	-1	-4
CCOC(=O)C1=CCC(c2ccccc2Cl)N(S(=O)(=O)c2ccc(C)cc2)C1 (centres undefined)	3	-10	5	-1	-1	-4	-18	1
COc1ccc2c3c([nH]c2c1)[C@H](CO)N(Cc1ccncc1)CC31CN(S(C)(=O)=O)C1	-1	x	x	-14	-1	x	11	-2
Cc1noc(C)c1S(=O)(=O)N(C)C[C@H]1OCCCC[C@@H](C)Oc2ccc(NC(=O)NC(C)C)cc2C(=O)N([C@@H](C)CO)C[C@H]1C	-13	14	0	-8	3	-8	-15	-12
C[C@@H]1CN([C@H](C)CO)S(=O)(=O)c2ccc(C#Cc3ccccc3F)cc2O[C@@H]1CN(C)CC1CCOCC1	3	37	0	3	0	x	-4	-15
C[C@@H]1CN([C@H](C)CO)C(=O)c2cccc(NC(=O)Nc3ccc(C(F)(F)F)cc3)c2O[C@@H]1CN(C)Cc1ccc(C(=O)Nc2ccccc2N)cc1	9	x	x	6	-4	x	-10	41
NC(=O)c1ccc(NC(=O)CS(=O)(=O)c2cn(CC(=O)N3CCCC3)c3ccccc23)cc1	0	5	2	-13	1	0	-3	1
O=C(NCSc1ccnc(SCNC(=O)c2ccccc2)n1)c1ccccc1	-4	x	1	1	2	x	1	2
COc1cc2c(cc1OC)C(c1ccccc1)N(C(=O)c1cccc(S(C)(=O)=O)c1)CC2 (centres undefined)	5	-1	x	-9	-4	-2	5	9
CS(=O)(=O)N1CCCCN2[C@@H](CO)[C@H](c3ccc(C#Cc4ccccn4)cc3)[C@@H]2C1	12	-11	4	5	-1	x	28	x
COc1ccc(S(=O)(=O)N(C)C[C@@H]2Oc3c(NC(=O)c4ccc(-c5nccs5)cc4)cccc3C(=O)N([C@H](C)CO)C[C@H]2C)cc1	-7	x	1	6	1	2	7	1
Cc1cc(C)c2c(c1)/C(=N\N=c1\sc3ccccc3n1C)C(=O)N2	4	-1	-2	7	x	-2	-15	-25
CCCCC(=O)Nc1cccc(NC(=O)c2ccc(Br)cc2)c1	x	x	0	15	x	-5	-3	x
CCC(C)(C)C1CCC(=NNC(=O)c2ccoc2C)CC1 (centres undefined)	x	-57	7	x	x	5	7	x
O=C(C[C@H]1C=C[C@H](NC(=O)C2CC2)[C@@H](CO)O1)NCc1ccncc1	4	-7	-1	5	0	-9	-4	-1
CCSc1nsc(NC(=O)Nc2ccccc2F)n1	-1	-131	-2	-36	-3	-9	0	-109
CC1=CC(=NOS(=O)(=O)c2ccc(C)cc2)CC(C)(C)C1	6	9	x	12	4	-6	x	7
COc1ccccc1-c1cn(CC[C@@H]2CC[C@H](NC(=O)C3CCCCC3)[C@@H](CO)O2)nn1	-16	17	-1	6	-4	-9	-6	5
COc1cccc(NC(=O)CN(C)C(=O)c2c(C)nn(Cc3ccc(C)cc3)c2Cl)c1	-5	5	3	8	-4	9	x	-2
O=C(NCC(c1ccco1)N1CCc2ccccc21)c1ccccc1F (centres undefined)	5	9	4	17	3	0	x	10
O=[N+]([O-])c1ccc2ncnc(N3CCN(Cc4ccc5c(c4)OCO5)CC3)c2c1	-5	-11	-4	28	0	7	0	0
Cc1ccc2nc(NC(=O)c3ccccc3F)sc2c1	2	-34	-9	40	-2	1	-7	43
O=C(NC1CCCC1)C(NS(=O)(=O)c1ccc(Br)s1)c1ccccc1 (centres undefined)	-4	5	0	x	-1	-9	5	4
CCCc1cc(=O)oc2cc(C)cc(OCC(=O)NCCN3CCOCC3)c12	-3	8	-5	-5	1	-7	6	8
COc1ccc(CCNC(=O)c2cccs2)cc1	-1	-28	1	-25	-1	11	5	-42
COc1cc2c(cc1OC)C(=O)NCC(C)(C)O2	-3	-1	-5	-3	-1	7	4	2
Cc1ccc(C(=O)NNC(=O)CSc2nnc(C3CC3)n2C)cc1	-1	-9	4	14	-3	4	1	x
CCOC(=O)[C@]12CCC=C1N(Cc1ccc3c(c1)OCO3)C(=O)[C@H](CC(=O)NCCC(C)C)C2	10	3	x	5	x	x	x	-7
C=C(C)Cn1c(CCn2c3ccccc3c3ccccc32)n[nH]c1=S	-2	31	x	x	8	4	x	-3
COc1ccccc1NC(=O)c1ccccc1C(=O)O	8	-1	x	-42	-1	2	-2	4

High-throughput results: PubChem BioAssay, Broad Institute
